Screening data deposited in PubChem BioAssay by National Center for Advancing Translational Sciences (NCATS).
Rhodamine autofl = compound autofluorescence in rhodamine spectral region. Rhodamine-region fluorescence, 547/598 nm, Tris buffer; active compounds read high. max dye-equivalent concentration, M. actives 0.05% (n = 59,000). AID 594; in the data active = max dye-equivalent concentration above about 11 nM; inconclusive = between about 1.1 nM and that limit
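Compound fluorescence in 100 mM Tris, pH 8.0, read after 15 min at room temperature with 547 nm excitation and 598 nm emission. Output is dye-equivalent concentration from an on-plate rhodamine standard series.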
DNA Pol III inh = inhibitors of bacterial DNA polymerase III holoenzyme; reconstituted DNA polymerase III holoenzyme replication, biochemical; Potency, µM (doses to about 57.1 µM), for inactives: top-dose activity change, negative = inhibition; actives 0.25% (n = 71,000); note: potency is the fitted concentration of half-maximal effect; % is set by controls: 0 for no effect and ±100 for the full control effect
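Reconstituted *E. coli* holoenzyme (0.35 nM Pol III, 1 nM beta, 154 nM SSB, 2 nM primase) was preincubated with compound for 15 min at RT. Synthesis on 1.4 nM ssM13Gori ran 35 min, then was stopped with PicoGreen/EDTA and read as dsDNA fluorescence.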
Texas Red fluor = compound fluoresces in the Texas Red spectral region; Compound fluorescence, Texas Red channel, 547/618 nm; active compounds read high; max dye-equivalent concentration, M; actives 0.06% (n = 59,000); AID 587; in the data active = max dye-equivalent concentration above about 10 nM; inconclusive = between about 1.1 nM and that limit
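Compound fluorescence was read after 15 min at room temperature in 100 mM Tris, pH 8.0, using 547 nm excitation and 618 nm emission across a concentration series. It was expressed as Texas Red dye-equivalent concentration from an on-plate standard curve.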
CRE-bla Fsk = alters forskolin-stimulated CRE reporter signaling in CHO cells | AID 662 | CHO CRE-bla reporter (cAMP response element driving beta-lactamase), forskolin EC10, beta-lactamase ratio | actives 2.5% (n = 71,000) | Potency, µM (highest dose often 38.2 µM), inactives show top-dose activity change, negative = inhibition, actives largely listed as activators; active = well fitted activation curve with a large enough effect in the signal ratio, with a control signal flat, not every such curve was filed as active; inconclusive = small, poorly fitted or top-dose-only effect, or effect the other way, or a change in a side signal; the % refers to the signal ratio; note: potency is the fitted concentration of half-maximal effect; % of control where 0% means no effect
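Cells were plated overnight at 37 °C, exposed to compound titrations plus EC10 NKH 477 for 3 h, then given CCF4 dye for 2 h at room temperature. Blue/green (460/530 nm) ratio was converted to %Activity and AC50 values calculated.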
Luciferase inh = blocks Photinus pyralis firefly luciferase activity; P08659; purified firefly luciferase, luminescence, 8 min; Potency, µM (doses to about 57.1 µM), without a hit: top-dose activity change, negative = inhibition, usual class: inhibitors; actives 2.2% (n = 72,000); AID 411; note: potency is the fitted concentration of half-maximal effect; % is set by controls: 0 for no effect and ±100 for the full control effect; nearly all actives have a fitted effect of over 40% in size
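Compounds were tested as concentration series (qHTS) against purified P. pyralis luciferase with luciferin and 10 uM ATP in 50 mM imidazole pH 7.2, 50 mM KCl, 7 mM MgCl2, 0.01% Tween 20, 0.05% BSA. Luminescence was read after 8 min at ambient temperature.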
HADH2 inh = inhibitors of human HADH2 dehydrogenase | Potency, µM (doses to about 57.1 µM), without a hit: at the top dose activity change, negative = inhibition, most hits filed as inhibitors | actives 3.4% (n = 73,000) | Q99714 | recombinant HADH2, NADH fluorescence, beta-hydroxybutyryl-CoA | AID 886; note: potency is the fitted concentration of half-maximal effect; % is set by controls: 0 for no effect and ±100 for the full control effect; nearly all actives have a fitted effect of over 60% in size; many of its hits are not listed in these tables
Target sequence (Q99714 whole entry, looked up, one chain of several): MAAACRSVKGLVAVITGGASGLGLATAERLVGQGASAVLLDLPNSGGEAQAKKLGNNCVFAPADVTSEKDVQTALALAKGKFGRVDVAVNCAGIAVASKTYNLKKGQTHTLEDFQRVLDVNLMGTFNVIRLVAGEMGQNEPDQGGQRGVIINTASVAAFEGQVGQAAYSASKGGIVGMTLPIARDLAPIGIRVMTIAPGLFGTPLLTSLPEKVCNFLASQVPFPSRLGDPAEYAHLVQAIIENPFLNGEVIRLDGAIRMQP
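E. coli-expressed His-tagged HADH2 tested at 20 nM in alkaline Tris buffer (pH 9.0); oxidation of 90 uM beta-hydroxybutyryl-CoA with 1 mM NAD+ tracked fluorimetrically for 4 min.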
Hsp90 Hop PPI = changes Hsp90-Hop TPR2A binding signal, up or down; AlphaScreen TPR2A-His6 binding biotin-Hsp90 C-terminal peptide; Potency, µM (titrated, usually from 57 µM), without a hit: at the highest dose activity change, negative = inhibition; actives 0.44% (n = 71,000); AID 595; active = well fitted curve in either direction with a large enough effect; inconclusive = small, poorly fitted or top-dose-only effect, or another doubt; note: potency is the fitted concentration of half-maximal effect; % is set by controls: 0 for no effect and ±100 for the full control effect; many of its hits are not listed in these tables
ALOX15 inhib = inhibitors of human 15-lipoxygenase (ALOX15); P16050; purified 15hLO-1, xylenol orange hydroperoxide absorbance; Potency, µM (titrated, usually from 57.1 µM), for inactives: at the highest dose activity change, negative = inhibition, hits mostly inhibitors; actives 1.4% (n = 74,000); AID 887; note: potency is the fitted concentration of half-maximal effect; % is set by controls: 0 for no effect and ±100 for the full control effect; nearly all actives have a fitted effect of over 55% in size
Target sequence (P16050 whole entry, looked up): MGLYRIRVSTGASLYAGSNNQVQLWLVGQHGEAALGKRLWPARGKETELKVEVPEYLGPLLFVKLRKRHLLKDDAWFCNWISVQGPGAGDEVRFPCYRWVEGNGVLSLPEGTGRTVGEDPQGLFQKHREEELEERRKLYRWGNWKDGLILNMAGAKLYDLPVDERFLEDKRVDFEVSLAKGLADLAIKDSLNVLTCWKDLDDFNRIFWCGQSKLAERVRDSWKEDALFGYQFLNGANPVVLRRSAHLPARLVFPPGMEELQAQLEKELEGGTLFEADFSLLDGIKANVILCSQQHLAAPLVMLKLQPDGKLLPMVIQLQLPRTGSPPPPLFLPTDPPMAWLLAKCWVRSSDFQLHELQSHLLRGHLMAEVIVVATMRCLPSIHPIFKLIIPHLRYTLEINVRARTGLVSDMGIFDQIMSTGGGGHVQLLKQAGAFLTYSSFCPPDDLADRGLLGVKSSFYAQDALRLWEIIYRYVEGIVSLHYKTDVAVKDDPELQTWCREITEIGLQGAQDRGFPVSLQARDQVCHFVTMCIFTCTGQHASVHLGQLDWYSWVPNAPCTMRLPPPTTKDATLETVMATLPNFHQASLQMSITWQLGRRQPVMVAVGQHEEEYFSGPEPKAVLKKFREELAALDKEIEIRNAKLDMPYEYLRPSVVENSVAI
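Readout: Fe(III)-xylenol orange absorbance, 573-to-405 nm ratio as reaction progress. Enzyme 40 nM purified human 15hLO-1, substrate 50 uM arachidonic acid, 6 min RT after 15 min compound preincubation; Hepes pH 7.5 buffer with Triton X-100.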
HBB splice mod = alters splicing of the hemoglobin beta chain; HBB splicing reporter cell assay, activation; EGFP reporter with mutant IVS2-654 intron; response scale: normalised to 500 nM splice-correcting PNA; Potency, µM (titrated, usually from 46.1 µM), for the others: at the top dose activation, most hits filed as activators; actives 0.06% (n = 65,000); AID 925; note: potency is the fitted concentration of half-maximal effect; 0% is about no effect
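HeLa cells stably expressing EGFP interrupted by mutant beta-globin intron 2 (IVS2-654), 500/well in 2% FCS. Treated with compound for 2 days at 37C. Splicing correction scored as total well GFP intensity (488 nm excitation, 500-520 nm emission); 500 nM antisense PNA served as control.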
Tau filament bind = tau filament binding. P10636. Potency, µM (highest dose often 57.1 µM), without a hit: top-dose activity change, negative = inhibition. recombinant tau filaments, thioflavin S fluorescence, 15 h; filaments grown with octadecylsulfate alongside compound. actives 2% (n = 71,000);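 note: potency is the fitted concentration of half-maximal effect; % is set by controls: 0 for no effect and ±100 for the full control effect; actives lower thioflavin S fluorescence by blocking filaments or displacing dye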
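Tau 2 uM in ThS buffer dispensed; compound added; 60 uM ODS added (finals 1 uM tau, 30 uM ODS); 15 h 37 C; fluor ex450/em510.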
ERK AVP inh = inhibitors of vasopressin-stimulated ERK signaling pathway | AID 995 | Potency, µM (titrated, usually from 57.5 µM), without a hit: top-dose activity, negative = inhibition, usual class: inhibitors | actives 0.99% (n = 72,000) | HEK293-V1b, vasopressin-stimulated pERK AlphaScreen; note: potency is the fitted concentration of half-maximal effect; % is set by controls: 0 for no effect and ±100 for the full control effect; nearly all actives have a fitted effect of over 55% in size
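Overnight-seeded V1b-HEK293 cells in 1% FBS got compound, then vasopressin (25 nM final, 5 min, 37C), then lysis buffer. AlphaScreen detection of phospho-ERK; activity normalized to basal and full-stimulation controls.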
* marks the source's active call; other numbers are inactive results; i = inactive; ? = inconclusive; · = not tested or not shown; [ ] = another dose, or the depositor's remark. Unless noted, calls come from the whole dose curve; as a rule, active = well fitted curve in the direction sought with a large enough effect; inconclusive = small, poorly fitted or top-dose-only effect, or another doubt; inactive = no such curve, though single readings can be large; an effect the other way counts as inactive or inconclusive.

SMILES	Rhodamine autofl	DNA Pol III inh	Texas Red fluor	CRE-bla Fsk	Luciferase inh	HADH2 inh	Hsp90 Hop PPI	ALOX15 inhib	HBB splice mod	Tau filament bind	ERK AVP inh
CCCC(=O)Nc1ncnc2c1ncn2[C@@H]1O[C@@H]2COP(=O)(O)O[C@H]2[C@H]1OC(=O)CCC	i	-3%	i	?	1%[25.5 µM]	4%	-4%	-24%[25.6 µM]	·	40µM*	-10%
COC(=O)c1ccccc1NC(=O)C1CC(c2ccc(F)cc2)=NO1 (stereo not given)	i	-1%	i	?	4%	0%	0%	-5%	-2.6%	9%	13%
CC(C)CN1CC[C@@]2(CCCN(C(=O)c3csnn3)C2)C1	i	-1%	i	5%	0%[11.4 µM]	-13%	-3%	-4%	0.7%	-17%	-3%
Cc1onc(-c2ccccc2Cl)c1C(=O)OCN1C(=O)c2ccccc2C1=O	·	0%	·	13%	0%	-1%	5%	-5%	-0.6%[9.22 µM]	-4%	-9%
CC(C)OC(=O)CCc1nc2ccccc2[nH]c1=O	i	-9%	i	-5%	0%	-18%	?	9%	-0.7%	4%	10%
CCCCCn1c(SCCN2CCOCC2)nc2c1c(=O)[nH]c(=O)n2C	i	-4%	i	3%	-3%	?	-4%	-14%	·	10%	?
COc1ccc(N2C(=O)C3CCCN3C2c2ccc(C)cc2)cc1 (stereo not given)	·	-3%	·	6%	4%	13%	-1%	0%	4.3%	-6%	-11%
O=C(CCCCCn1c(=O)[nH]c2ccsc2c1=O)NCc1cccs1	i	-7%	i	0%	0%	4%	-2%	19%	-0.4%	-5%	29%
C=CCNC(=O)CCCc1ccccc1	·	1%	·	0%	0%	8%	-2%	12%	-3.2%	-10%	5%
O=C(COc1ccccc1)NCC(c1cccs1)N1CCOCC1 (stereo not given)	i	-3%	i	-13%	-12%	14%	-2%	4%	0.0%[57.5 µM]	-3%	-16%
CCOc1ccccc1COC(=O)c1cccc(-n2cnnn2)c1	i	8%	i	?	2%	19%	10%	-7%	-0.7%	16%	-15%
CCCn1c(-c2cccs2)nc2ccccc21	i	1%	i	?	0%	?	-1%	-6%	0.3%[57.5 µM]	2%	-6%
Cc1c(C(=O)NCc2cccs2)oc2ccccc12	i	-6%	?	-14%	-2%	-4%	6%	-4%	-1.5%	-9%	-9%
CCSc1nnc(NC(=O)c2cc(C)oc2C)s1	i	-9%	?	9%	-6%	-4%	-5%	-4%	-0.4%	17%	?
O=C(Cn1cc2c(n1)CCCC2)Nc1ccccc1Cl	·	-2%	·	-4%	-12%	7%	2%	-6%	-1.0%	-2%	-12%
C=CCn1c(Cc2cccs2)nnc1SCC(=O)Nc1ccc(C(=O)OCC)cc1	i	-12%	i	-15%	-3%	14%	4%	0%	-7.6%[57.5 µM]	-4%	-14%
Cc1cc(NC(=O)CSc2ncnc3sc4c(c23)CCC(C)C4)no1 (stereo not given)	i	-7%	i	-2%	-1%	14%	1%	3%	-1.5%	6%	-4%
CC(C)C[C@@H](CC(=O)N[C@@H](CCCN)CC(=O)N[C@@H]1CCCC[C@H]1C(=O)N[C@H](CC(=O)N[C@@H](CCC(=O)O)CC(=O)O)CC(C)C)NC(=O)[C@@H]1CNCC[C@H]1N	·	0%	·	-9%	·	-6%	-12%	·	0.4%	-1%	·
Cc1ccc(C(=O)O)cc1S(=O)(=O)N1CCOCC1	i	1%	?	3%	2%	-3%	-3%	9%	-1.4%	6%	-13%
O=C1OC2(c3cc(Br)c(O)c(Br)c3Oc3c2cc(Br)c(O)c3Br)c2c(Cl)c(Cl)c(Cl)c(Cl)c21	·	78%	·	?	·	16µM*	?	-25%	1.7%	0.13µM*	?
COCCNC(=O)CN(C(=O)Cn1nnc2ccccc21)c1ccc(F)c(Cl)c1	i	-5%	i	-7%	1%	8%	1%	7%	·	9%	-13%
COc1ccccc1N(CN1C(=O)c2ccccc2C1=O)C(=O)c1cccnc1	i	-2%	i	-1%	2%	1%	-3%	1%	-0.4%[57.5 µM]	16%	-17%
COc1ccc(CN(C(=O)CN2C(=O)COc3ccccc32)C2CCCC2)c(OC)c1	i	-3%	i	18%	0%	10%	-6%	4%	-0.3%[57.5 µM]	2%	-3%
Cc1c(C)[n+](=O)c(-c2ccc(F)cc2)c(C)n1[O-]	·	-5%	·	0%	2%	-8%	-3%	4%	0.4%[9.22 µM]	9%	16%
CCCCCOC(=O)Nc1ccc(S(=O)(=O)Nn2cnnc2)cc1	·	-7%	·	2%	-1%	-2%	1%	5%	-4.0%	4%	16%

3 entries out of the list, arranged by heavy-atom count, low to high:
SMILES	Rhodamine autofl	DNA Pol III inh	Texas Red fluor	CRE-bla Fsk	Luciferase inh	HADH2 inh	Hsp90 Hop PPI	ALOX15 inhib	HBB splice mod	Tau filament bind	ERK AVP inh
CC(C)OC(=O)CCc1nc2ccccc2[nH]c1=O	i	-9%	i	-5%	0%	-18%	?	9%	-0.7%	4%	10%
COc1ccc(CN(C(=O)CN2C(=O)COc3ccccc32)C2CCCC2)c(OC)c1	i	-3%	i	18%	0%	10%	-6%	4%	-0.3%[57.5 µM]	2%	-3%
CCCC(=O)Nc1ncnc2c1ncn2[C@@H]1O[C@@H]2COP(=O)(O)O[C@H]2[C@H]1OC(=O)CCC	i	-3%	i	?	1%[25.5 µM]	4%	-4%	-24%[25.6 µM]	·	40µM*	-10%

The list continues:
SMILES	Rhodamine autofl	DNA Pol III inh	Texas Red fluor	CRE-bla Fsk	Luciferase inh	HADH2 inh	Hsp90 Hop PPI	ALOX15 inhib	HBB splice mod	Tau filament bind	ERK AVP inh
Cc1c(O)ccc(C(=O)COc2ccccc2F)c1O	·	-1%	·	?	-3%	?	-5%	-11%	-8.2%	12%	-26%
CSCCC1NC2(C(=O)Nc3c2ccc(Cl)c3C)[C@@H]2C(=O)N(C3CCCC3)C(=O)[C@H]12 (stereo not given in full)	i	-5%	i	-19%	2%	7%	-2%	-15%	0.6%[57.5 µM]	-23%	?
CCCCOc1ccc(C(=O)OC(C)CN(C)C)cc1 (stereo not given)	i	-7%	i	2%	1%	3%	-3%	5%	-0.2%	-26%	7%
O=c1oc2ccccc2n1CSc1nc2ccccc2s1	i	1%	i	?	-4%	-6%	?	?	3.3%[1.84 µM]	6%	101%[activator]
CCN(CC)CCCN1C(=O)C(O)=C(C(=O)c2cc3cccc(OC)c3o2)C1c1ccncc1 (stereo not given)	i	-9%	i	-1%	2%	4%	?	2%	-2.4%[57.5 µM]	4%	16%
COc1ccc2[nH]cc(CCNc3ncncc3-c3ccccc3C(F)(F)F)c2c1	i	-3%	i	18%	2%[2.29 µM]	-2%	-20%	5%	0.8%	-9%	-10%
COc1ccccc1NC(=O)Cn1nnc(-c2ccccc2NC(=O)c2cccs2)n1	i	-3%	i	?	1%	7%	5%	?	·	1%	0%
OC(COc1ccc2cc(Br)ccc2c1)CN1CCN(c2ccccn2)CC1 (stereo not given)	i	-5%	?	-4%	0%	7%	-3%	-15%	-0.2%	12%	25µM*
CCOC(=O)Cc1cc(=O)n2[nH]c(C)c(-c3ccc(OC)cc3)c2n1	i	-9%	i	8%	3%	-1%	0%	24%	-0.5%	-16%	-24%
O=c1oc2ccccc2c2c1ncn2-c1ccccc1	·	-2%[11.4 µM]	·	?	3%	3%[11.4 µM]	-9%[11 µM]	1%[11.4 µM]	-3.4%[0.0738 µM]	8%[11.4 µM]	-24%
CCOC(=O)C(C)Sc1nc2c(c(=O)[nH]c(=O)n2C)n1CCc1ccccc1 (stereo not given)	i	-5%	i	10%	2%	?	-7%	-7%	·	9%	-26%
CCOC(=O)CSc1nnc(CNc2cccc(Cl)c2)n1-c1ccccc1	i	-7%	i	-3%	0%	-3%	-4%	-8%	-1.4%	-5%	-16%
Cc1ccc(NC(=O)Cn2nnc(C(=O)Nc3ccc(C)c(C)c3)c2N)cc1	i	-2%	i	?	-11%	3%	-3%	-10%	-0.7%	i	18%
Cc1ccc(S(=O)(=O)NC(C)C(=O)Nc2ccc(C(N)=O)cc2)cc1 (stereo not given)	i	-3%	i	-6%	4%	2%	0%	2%	0.0%	-7%	-18%
CC(=O)NCCNc1nc(-c2cccnc2)nc2ccccc12	i	-8%	i	7.9µM*	0%[2.29 µM]	3%	-3%	-3%	0.4%	-5%	-12%

Not all compounds are listed; the hit share may differ from the screen's.
